# JMJD2A Tudor inh: blocks the human JMJD2A Tudor domain | O75164 | AlphaScreen JMJD2A-Tudor / H3K4me3 peptide binding | Potency, µM (highest dose often 114 µM), inactives show top-dose activity change, negative = inhibition, hits mostly inhibitors | 390,000 compounds, 4.4% hits; further: potency means the concentration at half of the fitted maximal effect; on the % scale 0 is the no-effect control and ±100 the full control effect; nearly all actives have a fitted effect of over 50% in size
# PI4K2A inh: blocks human PI4K2A kinase activity. Q9BTU6. purified PI4K2A, ADP-Glo luminescence, 1 h; stronger effect = lower value. activity change, negative = inhibition, % at 76.9 µM. 420,000 compounds, 0.13% hits. AID 1346378; in the data active means activity change below about -50%; inconclusive means mostly about -30% to -49%;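 further: -100% = wells without enzyme as full effect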
#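 PI4K2A activity was measured by ADP-Glo luminescence: enzyme (4 ug/mL stock) and phosphatidylinositol (1.2 mM stock) in Tris pH 7.5/MgCl2/EGTA/Triton X-100 buffer were reacted with ATP (300 microM stock) for one hour at ambient temperature.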
# RGS4 inh: human RGS4 inhibition; Potency, µM (top dose mostly 114 µM), inactives show top-dose activity change, negative = inhibition, actives largely listed as inhibitors; Transcreener GDP fluorescence polarization, RGS4-accelerated GTP hydrolysis; 390,000 compounds, 0.039% hits; P49798; further: potency means the concentration at half of the fitted maximal effect; on the % scale 0 is the no-effect control and ±100 the full control effect; nearly all actives have a fitted effect of over 75% in size; some results filed as inactive show a strong effect at the top dose
#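 MLSMR compounds (23 nl, pin-transferred) preincubated 10 min at room temperature with a 500nM (2x) first reagent, then RGS4 at 900nM (2x) plus Transcreener GDP mix added; fluorescence polarization (620/688 nm) read before and after 90 min at 30 °C.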
# G9a inh: inhibitors of human histone lysine methyltransferase G9a | Potency, µM (top dose mostly 102 µM), inactives show top-dose activity, negative = inhibition, actives largely listed as inhibitors | 350,000 compounds, 8.8% hits | G9a H3K9 monomethylation, AlphaScreen, 2 h; further: potency means the concentration at half of the fitted maximal effect; on the % scale 0 is the no-effect control and ±100 the full control effect; nearly all actives have a fitted effect of over 75% in size
# Target sequence (Q96KQ7 913-1193 limits assumed): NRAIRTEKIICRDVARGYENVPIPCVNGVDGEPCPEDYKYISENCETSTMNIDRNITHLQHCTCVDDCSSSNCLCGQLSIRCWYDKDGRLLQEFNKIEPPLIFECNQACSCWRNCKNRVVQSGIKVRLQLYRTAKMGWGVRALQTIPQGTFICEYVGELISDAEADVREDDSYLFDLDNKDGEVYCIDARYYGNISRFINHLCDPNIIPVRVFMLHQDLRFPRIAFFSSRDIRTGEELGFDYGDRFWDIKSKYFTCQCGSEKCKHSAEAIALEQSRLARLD
#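 AlphaScreen detection with an anti-monomethyl H3K9 antibody quantified product after a 2 h room-temperature reaction containing 500 nM biotinylated H3K9 peptide, 20 µM SAM and 20 nM enzyme, which had been preincubated 15 min with compound.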
# ERG Ets-DNA blk: inhibitors of human ERG Ets domain-DNA interaction; P11308; fluorescence polarization, His-ERG Ets domain / labelled DNA; Potency, µM (doses to about 76.9 µM), without a hit: at the highest dose FP activity, negative = inhibition, most hits filed as inhibitors; 370,000 compounds, 0.028% hits; AID 624246; active means well fitted inhibition curve with a large enough effect in the polarisation, with a control signal flat; inconclusive means small, poorly fitted or top-dose-only effect, or effect the other way, or a change in a side signal; inactive means no such curve, though single readings can be large or run the other way; the % refers to the polarisation;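 further: polarization taken with two DNA probes labelled with fluorescein and Texas red; potency means the concentration at half of the fitted maximal effect; % of control where 0% means no effect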
# Target sequence (P11308 whole entry, looked up, the tested form may be a part): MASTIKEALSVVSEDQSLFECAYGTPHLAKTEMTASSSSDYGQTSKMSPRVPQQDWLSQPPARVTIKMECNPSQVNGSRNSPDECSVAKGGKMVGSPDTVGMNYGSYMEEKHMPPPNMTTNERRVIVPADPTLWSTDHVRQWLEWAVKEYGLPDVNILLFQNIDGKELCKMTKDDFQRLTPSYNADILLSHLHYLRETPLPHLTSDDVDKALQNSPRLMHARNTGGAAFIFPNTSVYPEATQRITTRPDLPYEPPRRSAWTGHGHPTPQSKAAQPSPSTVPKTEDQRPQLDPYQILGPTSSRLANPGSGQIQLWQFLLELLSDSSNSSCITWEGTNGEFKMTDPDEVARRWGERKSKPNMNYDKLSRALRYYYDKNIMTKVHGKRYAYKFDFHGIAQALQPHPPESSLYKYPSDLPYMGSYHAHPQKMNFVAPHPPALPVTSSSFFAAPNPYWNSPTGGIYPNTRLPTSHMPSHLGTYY
#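 His-tagged ERG Ets domain (1 uM in the protein solution; 300mM KCl, 50mM Tris-HCl, 1mM EDTA, 1mM DTT, pH 7.5) received compound, then a probe mix of 5 nM fluorescein-DNA and 100nM Texas-615-DNA. Fluorescence polarization was read for both dyes.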
# BAZ2B block: blocks human BAZ2B; Q9UIF8; AlphaScreen BAZ2B-H3K14Ac peptide displacement; Potency, µM (series often up to 114 µM), without a hit: top-dose activity change, negative = inhibition, actives largely listed as inhibitors; 360,000 compounds, 4.4% hits; AID 504333; further: potency means the concentration at half of the fitted maximal effect; on the % scale 0 is the no-effect control and ±100 the full control effect; nearly all actives have a fitted effect of over 60% in size
#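 AlphaScreen displacement of biotin-H3(5-23)K14Ac peptide (50 nM final) from BAZ2B (50 nM final) in PBS pH 7.4, 0.01% Tween-20; complex preformed 30 min RT, then compounds (top 110 uM) 30 min RT, beads 20 min dark.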
# 12-LOX inh: inhibitors of human 12S-lipoxygenase ALOX12; P18054; purified 12hLO, xylenol orange hydroperoxide absorbance; Potency, µM (titrated, usually from 108 µM), inactives show top-dose activity change, negative = inhibition, usual class: inhibitors; 580,000 compounds, 1.1% hits; AID 1671190; further: potency means the concentration at half of the fitted maximal effect; on the % scale 0 is the no-effect control and ±100 the full control effect
#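 Purified human 12hLO at 150 nM in 25 mM Hepes, 0.01% Triton X-100, pH 7.0, preincubated 15 min at room temperature with compound. Reaction started with 40 uM arachidonic acid, 30 min at room temperature. Hydroperoxide measured by Fe-xylenol orange, 573/405 nm absorbance ratio.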
# GLS inh: inhibitors of human glutaminase (GLS); O94925; GLS enzymatic activity, qHTS titration; Potency, µM (top dose mostly 45.5 µM), for inactives: at the highest dose activity change, negative = inhibition, actives largely listed as inhibitors; 410,000 compounds, 0.21% hits; AID 624170; further: potency means the concentration at half of the fitted maximal effect; on the % scale 0 is the no-effect control and ±100 the full control effect
#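 hKGA in 45 mM KH2PO4 (pH 8.2), 0.02% Tween-20 with compound, then 1mM L-Glutamine (stock as added) plus glutamate oxidase/HRP/Amplex red coupling mix. Fluorescence read initially and after 30 min at RT; signal change reflects glutamate formation.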
# HP1b binding inh: inhibitors of HP1-beta chromodomain binding to methylated histone tails; 390,000 compounds, 0.56% hits; AlphaScreen HP1-beta / biotin-H3K9me3 peptide binding; Potency, µM (doses to about 114 µM), for the others: top-dose activity change, negative = inhibition, hits mostly inhibitors; AID 540317; further: potency means the concentration at half of the fitted maximal effect; nearly all actives have a fitted effect of over 70% in size; inactives centre near 23
# Target sequence (P83916 whole entry, looked up): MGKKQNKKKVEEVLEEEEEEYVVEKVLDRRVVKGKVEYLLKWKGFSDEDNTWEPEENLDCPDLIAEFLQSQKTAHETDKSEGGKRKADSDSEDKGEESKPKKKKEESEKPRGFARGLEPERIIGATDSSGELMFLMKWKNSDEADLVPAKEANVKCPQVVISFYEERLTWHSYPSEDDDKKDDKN
#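 AlphaScreen: HP1-beta (50 nM) preformed 30 min with biotin-H3(1-18)K9me3 peptide (50 nM) in PBS pH 7.4, 0.01% Tween-20. Compound added for 30 min at RT, then streptavidin donor/nickel chelate acceptor beads (10 ug/mL) for 30 min.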
# Numbers without * were called inactive; ? = inconclusive; / = not tested or not shown; & = joins results of further samples; [ ] = remark or other dose. Unless noted, the call rests on the fitted dose curve; in most records, active means well fitted curve in the direction sought with a large enough effect; inconclusive means small, poorly fitted or top-dose-only effect, or another doubt; inactive means no such curve, though single readings can be large; an effect the other way counts as inactive or inconclusive. Some of the compounds tested, so the mix of outcomes need not match the whole.
SMILES,JMJD2A Tudor inh,PI4K2A inh,RGS4 inh,G9a inh,ERG Ets-DNA blk,BAZ2B block,12-LOX inh,GLS inh,HP1b binding inh
O=C1COc2ccc(C(=O)c3ccccc3C(=O)NCc3ccccc3)cc2N1,-12%,4,-40%,6%,1%,6%,?,-19%,47%[activator]
CCOC(=O)CCCCC(=O)c1[nH]c(=O)[nH]c1Cn1cnc2ccccc21,?,2,22%,?,-2%,35µM*,1%,22%,-11%
Cc1[nH]c2nc3ccccc3n2c(=O)c1CCC(C)C,3%,1,-18%,5%,-6%,2%,/,2%,44%[activator]
CCC(=O)c1ccc(OCC(=O)OCC(=O)N2CCN(c3ccc(OC)cc3)CC2)cc1,-5%,-4,-23%,73%[activator][2.33 µM],4%,-3%,-16%,30%,15%
Cc1ccc(N2C(=S)NC3c4ccccc4OC2(C)C3C(=O)N(C)C)cc1 (stereo not drawn),-22%,-2,-17%,33%[59 µM],-12%,?,-23%,-8%,17%
Nc1nonc1-c1nc2ccccc2n1CC(=O)NC1CCCC1,5%,10,16%,0%,6%,-6%,16%,7%,22%
CN(C(=O)CN1CCN(c2ccccc2F)CC1)C1CCCc2ccccc21 (stereo not drawn),-17%,3,-14%,8%,0%,?,0%,-11%,26%
CC(CCc1ccccc1)NC(=O)Cn1c(=O)nc(-c2ccccc2F)c2cc(Cl)ccc21 (stereo not drawn),-10%,2,-4%,5%[12.7 µM],0%,-10%,-5%,-10%,35%
COC(=O)c1cc(C(=O)Nc2nnc(CC(C)(C)C)s2)cc([N+](=O)[O-])c1,-27%,3,-9%,45µM*,3%,-8%,13%,6%,?
N/C(Cn1nnc(-c2ccccc2)n1)=N\O,-8%,2,-11%,12%[12.7 µM],-11%,-2%,?,-2%,32%
Cc1ccc2[nH]c(C)c(CCNC(=O)C3CCCCC3C(=O)OCC(F)(F)F)c2c1 (stereo not drawn),71µM*,-5,-4%,-43%[59 µM],2%,?,-24%,-6%,-21%
O=C(CSc1nncc2ccccc12)Nc1ccccc1,-1%,3,15%,?,0%,0%,18%,1%,15%
CC(OC(=O)[C@@H]1CCCN1C(=O)c1cccs1)C(=O)Nc1cccc([N+](=O)[O-])c1 (stereo partly drawn),-21%,8,2%,/,-13%,/,-19%,-8%,-1%
O=C(NC1CC1)C1=C[C@@H](c2c[nH]c3ccccc23)C[C@@H](OCCCCO)O1,-13%,-7,-6%,7%[12.7 µM],18%,6%,-20%,8%,12%
COc1ccccc1CNC(=O)C1CCC(CNc2c(N3CCC(C)CC3)c(=O)c2=O)CC1 (stereo not drawn),10%,0,-15%,4%,-4%,-3%,?,17%,42%[activator]
O=C(CS(=O)c1ccccc1[N+](=O)[O-])Oc1ccc(Br)cc1 (stereo not drawn),-18%,0,-21%,/,-4%,?,-14%,17%,29%
COc1cccc(CNC(=O)COC(=O)/C(C#N)=C/c2ccc(N(C)C)cc2)c1,3%,-2,-4%,1%[59 µM],43%[activator],10%,173%[activator],0%,40%[activator]
COc1cccc(-c2nc3c(c(SCc4ccccc4Cl)n2)Cc2c(CO)cnc(C)c2O3)c1,7%,0,21%,9%[59 µM],1%,-13%,-5%,1%,24%
C=CCOC(=O)c1c(C)nc2cc3c(cc2c1C)OCO3,-2%,-3,-2%,?,3%,-5%,-10%,0%,34%[activator]
CSc1ccc(NC(=O)N2CCC(C(=O)c3ccc(F)cc3)CC2)cc1,-34%,2,-2%,?,-2%,-24%,-7%,1%,-2%

# A second format for part of the listing above:
# Below each compound: JMJD2A Tudor inh	PI4K2A inh	RGS4 inh	G9a inh	ERG Ets-DNA blk	BAZ2B block	12-LOX inh	GLS inh	HP1b binding inh
Cc1ccc(N2C(=S)NC3c4ccccc4OC2(C)C3C(=O)N(C)C)cc1 (stereo not drawn)
 : -22%	-2	-17%	33%[59 µM]	-12%	?	-23%	-8%	17%
Nc1nonc1-c1nc2ccccc2n1CC(=O)NC1CCCC1
 : 5%	10	16%	0%	6%	-6%	16%	7%	22%
CN(C(=O)CN1CCN(c2ccccc2F)CC1)C1CCCc2ccccc21 (stereo not drawn)
 : -17%	3	-14%	8%	0%	?	0%	-11%	26%

# The list goes on:
SMILES,JMJD2A Tudor inh,PI4K2A inh,RGS4 inh,G9a inh,ERG Ets-DNA blk,BAZ2B block,12-LOX inh,GLS inh,HP1b binding inh
COc1cc(Cl)c(S(=O)(=O)n2cnc(C)c2)cc1Cl,-26%,1,9%,9%[59 µM],/,4%,1%,-8%,50%[activator]
Cc1ccccc1N1CC(C(=O)Nc2ccc(S(=O)(=O)N3CCOCC3)cc2)CC1=O (stereo not drawn),-17%,-6,-26%,-12%,12%,-1%,-21%,3%,-7%
CC(C)C[C@H](NC(=O)c1nc[nH]c1C(=O)NCCCCCN)C(=O)OCc1ccccc1,79µM*,0,-38%,/,-13%,/,14%,2%,13%
CC(=O)Nc1ccc(S(=O)(=O)N2CCc3ccccc3C2CC(=O)O)cc1 (stereo not drawn),-2%,1,-32%,-11%,-19%,-14%,-4%,-6%,35%
O=C(c1sc2cc([N+](=O)[O-])ccc2c1Cl)N1CCOCC1,-26%,-1,-8%[11.4 µM],-17%[59 µM],1%,1%,-1%,0%,-7%
O=S(=O)(NC(=NC1CCCC1)C(F)(F)F)c1ccccc1,3%,-3,-14%,4%[59 µM],5%,24%,0%,-8%,15%
CC(C)C1C(=O)NC(=S)N1S(=O)(=O)c1ccc(C(C)(C)C)cc1 (stereo not drawn),-12%,-1,17%,3.2µM*,-1%,-7%,13%,4%,-10%
Cc1sc2nc(SCC(=O)N3CCCCC3)[nH]c(=O)c2c1C,-17%,3,-31%,-21%[59 µM],8%,-6%,-3%&-26%,12%,27%
COc1ccccc1/C=C1/C(=O)N(c2ccc([N+](=O)[O-])cc2)N=C1C,?,-27,-43%,?,11%,-36%,?,15%,-2%
O=C(Cc1ccc(NC(=O)C2CCCN(C(=O)CCc3ccccc3)C2)cc1)Nc1cccc(C(=O)N2CCCC2)c1 (stereo not drawn),1%,-1,-2%,/,8%,/,0%,0%,36%[activator]
O=C(COc1ccc(F)cc1)N1CCCCCCC1,1%,-7,-8%,44%[activator],-11%,9%,0%,-2%,33%
COc1cc(C(O)CO)ccc1OS(=O)(=O)O (stereo not drawn),4%,3&-6,-15%[56.9 µM],-17%[59 µM],6%,-4%,-3%&8%,3%,46%[activator]
CCOc1ccc(OCC(O)CNC2CCN(Cc3ccccc3)CC2)cc1 (stereo not drawn),-24%,-6,16%,-8%,3%,6%,8%,4%,-2%
COc1cccc(/C=N/n2c(-c3cc(C)[nH]n3)n[nH]c2=S)c1OC,1.8µM*,4,-13%,/,-7%,-36%,?,-23%,4%
COc1ccc(NC(=O)c2sc3nc(C)c(C(=O)Nc4ccc(C)cc4C)c(-c4ccc(Cl)cc4)c3c2N)cc1,-6%,-2,-9%,-1%[59 µM],-15%,-2%,?,1%,36%[activator]
CCC(C)(C)n1nnnc1C(c1ccc(OC)c(OC)c1)N1CCN(c2cccc(OC)c2)CC1 (stereo not drawn),-32%,3,0%,-2%[12.7 µM],6%,-35%,-6%,12%,-14%
CCOC(=O)C(Cc1c[nH]c2ccccc12)NC(=O)CNC(C)=O (stereo not drawn),-8%,-1,28%,-5%,-7%,0%,0%,0%,28%
CN(C)CCCN(C(=O)c1cc2cc([N+](=O)[O-])ccc2s1)c1nc2cc3c(cc2s1)OCCO3,?,-7,?,20µM*,/,?,-3%,8%,-33%
Cc1ccc(S(=O)(=O)N2CCN(C(=O)COC(=O)CNC(=O)c3ccccc3F)CC2)c(C)c1,-23%,-14,-13%,/,11%,/,220%[activator],-8%,49%[activator]
COC(=O)c1cccc(C(=O)N2CCC(CO)(Cc3ccccc3Cl)CC2)c1,-14%,-2,10%,?,-1%,-3%,-4%,3%,24%
Cc1cc(C(=O)OCC(=O)N2C(C)CCCC2C)c2ccccc2n1 (stereo not drawn),-10%,-3,24%,/,2%,/,-10%,1%,19%

# Profiles, quoted from the list:
# `O=C(COc1ccc(F)cc1)N1CCCCCCC1` across the screens: JMJD2A Tudor inh = 1%; PI4K2A inh = -7; RGS4 inh = -8%; G9a inh = 44%[activator]; ERG Ets-DNA blk = -11%; BAZ2B block = 9%; 12-LOX inh = 0%; GLS inh = -2%; HP1b binding inh = 33%
# `CCC(C)(C)n1nnnc1C(c1ccc(OC)c(OC)c1)N1CCN(c2cccc(OC)c2)CC1` (stereo not drawn) across the screens: JMJD2A Tudor inh = -32%; PI4K2A inh = 3; RGS4 inh = 0%; G9a inh = -2%[12.7 µM]; ERG Ets-DNA blk = 6%; BAZ2B block = -35%; 12-LOX inh = -6%; GLS inh = 12%; HP1b binding inh = -14%

# Screening results from PubChem.
